Screening data deposited in PubChem by several laboratories.
GPR35 antagonists = GPR35 antagonists blocking zaprinast-driven arrestin recruitment, primary screen, imaging, U2OS, beta-arrestin-GFP, zaprinast agonist (AID 2058). inhibition, % at 10 µM, or IC50 in µM where a hit was titrated. U2OS GPR35 beta-arrestin-GFP translocation imaging, zaprinast antagonism; higher % means a stronger effect. hit rate 0.052% among 290,000;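 active means inhibition of at least 50% with at least 30 cells and total cytoplasm GFP at most 10,000,000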
PhoP inhibition = inhibitors of PhoP regulon expression, primary screen, Salmonella Typhimurium, GFP reporter (AID 1863). inhibition, % at 50 µM, or IC50 in µM where a hit was titrated. S. Typhimurium PhoP-regulated promoter GFP reporter, 4 h; higher % means a stronger effect. hit rate 0.16% among 300,000;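 active means inhibition over 29.93%, a cutoff 3 SD above the screen mean, later confirmed by dose response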;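 further: 0% = low Mg2+ inducing control and 100% = high Mg2+ repressing control; strong numbers were not always called active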
MgcRacGAP inhibition = MgcRacGAP GTPase-activating activity inhibitors, confirmation, biochemical, ADP Hunter fluorescence | MgcRacGAP-stimulated Rac1 GTP hydrolysis, ADP Hunter fluorescence; higher % means a stronger effect; GST-tagged Rac1 F28L mutant substrate | inhibition, % at 30 µM, or IC50 in µM where a hit was titrated | hit rate 0.6% among 340,000 | AID 624330;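 active means first-screen hits whose inhibition reached a set limit at any dose in the follow-up dose series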;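 further: fluorescence reports GDP produced by GAP-driven GTP hydrolysis; strong numbers were not always called active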
LYP phosphatase = inhibitors of LYP phosphatase, biochemical, fluorescence intensity, uHTS (AID 1779) | recombinant LYP phosphatase, fluorescence intensity; higher % means a stronger effect | one-dose inhibition, % at 11.5 µM; IC50 in µM for titrated hits | hit rate 0.054% among 290,000; in the data active means inhibition above about 50%;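 further: plate controls were vehicle with enzyme for no effect and no enzyme for full effect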
HIV peptide binding = cell-free HIV fusion peptide-binding blockers – biochemical, uHTS, fluorescence dequenching, primary screen (AID 1986); cell-free peptide binding, fluorescence dequenching, 30 min; higher % means a stronger effect; inhibition, % at 20 µM; hits with a dose series show IC50 in µM; hit rate 0.3% among 290,000; in the data active means inhibition mostly above about 52%, no sharp cut-off; inactive means mostly below about 76%; further: some results filed as inactive read as strong as hits
GPR55 LPI antagonism = GPR55 antagonists blocking LPI-driven arrestin recruitment, primary screen, imaging, U2OS, beta-arrestin-GFP, LPI agonist (AID 2013); hit rate 0.13% among 290,000; U2OS GPR55 beta-arrestin-GFP translocation imaging, LPI antagonism; higher % means a stronger effect; one-dose inhibition, % at 10 µM; IC50 in µM for titrated hits;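 active means spots per cell inhibited over 60%, with over 100 cells counted and total cytoplasm intensity under 500,000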;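 further: U2OS cells stably carrying GPR55 and arrestin-GFP stimulated by 5 µM LPI near EC80; imaged beta-arrestin-GFP aggregate spots per cell after agonist stimulation; plate controls were LPI-stimulated DMSO wells for no effect and DMSO wells without LPI for full effect; some results filed as inactive read as strong as hits; confirmed hits need IC50 under 10 µM and bright autofluorescent wells are also inconclusive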
Myeloid diff 2 = compounds promoting myeloid differentiation; ER-HoxA9 myeloid progenitors, lysozyme-GFP differentiation, flow cytometry; calls only at 10 µM; hit rate 1% among 360,000;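 active means normalized GFP-positive differentiation at or above the plate's own cutoff, the solvent-only control mean plus 3 SD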;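 further: cells exposed to compound for four days before flow analysis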
NTR1 agonist = agonists of NTR1, primary screen, imaging, U2OS cells, beta-arrestin-GFP, high content (AID 493036). P30989. NTR1-U2OS beta-arrestin-GFP spot imaging, agonist mode. activation, % at 20 µM. hit rate 0.17% among 330,000;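 active means activation at or above 40% of the spot to cytoplasm intensity ratio, with at least 20 cells analyzed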;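 further: 0% = DMSO without peptide and 100% = 100 nM NTR1 peptide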
Target sequence (P30989 whole entry, looked up): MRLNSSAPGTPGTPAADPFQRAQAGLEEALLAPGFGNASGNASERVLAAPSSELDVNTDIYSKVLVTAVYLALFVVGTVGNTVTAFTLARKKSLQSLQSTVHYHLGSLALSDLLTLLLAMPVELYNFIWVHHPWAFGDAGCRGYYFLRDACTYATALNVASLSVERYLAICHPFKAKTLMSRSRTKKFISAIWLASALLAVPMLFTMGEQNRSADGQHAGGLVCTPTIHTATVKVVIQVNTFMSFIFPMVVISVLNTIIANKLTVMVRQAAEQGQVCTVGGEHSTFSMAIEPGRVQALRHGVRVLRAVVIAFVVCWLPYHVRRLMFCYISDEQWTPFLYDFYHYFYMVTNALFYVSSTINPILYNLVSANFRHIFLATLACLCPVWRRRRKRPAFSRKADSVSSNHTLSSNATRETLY
Siah-1 displacement = Siah-1 peptide-binding antagonists, primary screen, biochemical, fluorescence polarization, rhodamine-plectin, uHTS (AID 1817) | hit rate 0.02% among 290,000 | one-dose displacement, % at 20 µM; IC50 in µM for titrated hits | Siah-1 / rhodamine-plectin peptide fluorescence polarization; higher % means a stronger effect;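 active means displacement of at least 50% at 20 µM, with a fluorescence ratio check between 0.3 and a set limit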;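 further: plate controls were Siah plus tracer with DMSO for no effect and tracer alone without Siah for full effect; strong numbers were not always called active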
NTR1 agonist cell count 20 µM = also measured in NTR1 agonist; calls as there; cell count; measured here: cell count, cytotoxicity flag
Myeloid diff 2 GFP+ MAC1+ % = recorded beside Myeloid diff 2, whose call it bears; GFP+ MAC1+ double positive, %; measured here: differentiation confirmed by MAC1 staining
Numbers without * were called inactive; i = inactive; . = not tested or not shown; & = joins results of further samples. Compounds as they come; overall some 2.4% were active at least once.

Compound	GPR35 antagonists	PhoP inhibition	MgcRacGAP inhibition	LYP phosphatase	HIV peptide binding	GPR55 LPI antagonism	Myeloid diff 2	Myeloid diff 2 GFP+ MAC1+ %	NTR1 agonist	NTR1 agonist cell count 20 µM	Siah-1 displacement
Cc1ccc(C(=O)N2CCN(c3ccc(NC(=S)NC(=O)Cc4ccccc4)cc3)CC2)cc1	5.8%	3.4%	12.1%	-4.0%	-3.1%	-11.2%	i	1.3	0.7	57	-2.2%
COc1ccc(NC(=O)C(F)(F)F)cc1OC	8.4%	-3.0%	7.3%	-0.2%	-1.0%	-9.5%	i	1.0	0.5	54	6.4%
Cn1nc(C(F)(F)F)c(-c2ccccc2)c1NC(=O)c1cccnc1	6.2%	1.2%	11.1%	-6.9%	-1.5%	17.2%	i	0.4	0.0	51	3.2%
COc1cccc(OC)c1CNC(=O)C1CCC(=O)N(CC2CCCCC2)C1 (configuration not stated)	-13.9%	8.9%	7.5%	-9.6%	0.2%	1.8%	i	3.1	1.2	63	-2.4%
Nc1nc(-c2ccccc2)c(N=Nc2ccccc2Cl)s1	10.8%	15.0%	17.7%	1.7%	-4.0%	16.0%	i	0.2	22.5	58	3.3%
Cc1ccc(/C=N/N2C(=O)C3C(C2=O)C2C=CC3C23CC3)o1 (configuration not stated)	10.0%	4.9%	5.0%	0.9%	-2.6%	11.8%	i	2.4	0.5	51	-4.7%
CCc1ccc(-n2nc3ccc(NC(=O)c4ccc5c(c4)OCO5)cc3n2)cc1	-1.1%	-9.1%	0.5%	-7.4%	-8.6%	0.2%	i	0.6	1.5	88	-2.1%
O=C(NC1CCCCC1)c1ccc(CS(=O)(=O)Cc2ccccc2F)o1	-5.8%	0.2%	-5.6%	-10.7%	-0.7%	4.4%	i	1.2	-0.7	48	0.2%
CN1CCN(S(=O)(=O)Cc2ccccc2Cl)CC1	-8.7%	-3.6%	4.4%	-1.7%	1.2%	15.2%	i	0.7	-1.0	65	3.6%
COc1c(S(=O)(=O)NCCCn2ccnc2)ccc(Cl)c1Cl	2.7%	4.6%	3.8%	-13.9%	-0.2%	3.9%	i	0.8	-1.5	30	-2.3%
Clc1ccc2oc3c(Cl)ncnc3c2c1	23.4%	-11.8%	11.3%	-4.1%	-2.5%	6.41µM*	i	0.4	-0.7	77	-0.5%
O=C1CCCC2=C1C(c1cccs1)CC(=O)N2c1ccc(F)cc1 (configuration not stated)	-3.4%	-10.2%	5.5%	-5.9%	0.4%	2.3%	i	0.1	0.0	58	7.0%
O=C(Nc1ccncc1)c1ccccc1[N+](=O)[O-]	13.9%	-2.7%	-6.1%	-8.5%	-0.7%	3.2%	i	0.8	3.3	43	-7.4%
Cc1ccc(NC(=O)c2ccncc2)cc1S(=O)(=O)N(C)C	20.7%	-10.0%	10.1%	-5.0%	-0.8%	1.5%	i	0.7	-1.4	88	-1.1%
O=C1NC(=Nc2ccc(F)cc2)SC1Cc1ccc(F)cc1 (configuration not stated)	7.0%	-8.4%	.	-6.5%	0.4%	13.9%	i	0.4	0.1	60	0.0%
CCC(CC)c1nnc(NC(=O)CCN2C(=O)c3ccccc3C2=O)s1	8.8%	9.8%	6.8%	-6.5%	-0.5%	20.0%	i	0.6	0.1	72	1.4%
COc1ccc(NC(=O)N2CCCC2C(=O)Nc2ccc(C)cc2)cc1 (configuration not stated)	6.0%	-2.7%	3.6%	-0.8%	-1.6%	-0.5%	i	0.5	1.0	70	1.3%
O=C(COc1ccc2ccc(=O)oc2c1)NCc1ccccn1	-3.3%	-0.2%	5.4%	-1.7%	0.6%	-20.2%	i	6.3	-0.3	60	5.7%
CCOC(=O)[C@H](CCc1ccccc1)N[C@@H](C)C(=O)N1CCC[C@H]1C(=O)O	-4.8%	-2.1%&-4.1%	-2.5%&-6.0%	2.4%	2.1%	3.6%	i	5.4&3.7	0.7&-1.5	70&54	2.3%
O=c1[nH]cnc2c1c(-c1ccccc1)cn2-c1cccc(Cl)c1	-10.3%	-11.2%	13.9%	-2.7%	0.9%	-0.5%	i	0.8	12.9	64	3.7%
O=C(COc1ccc(C(F)(F)F)cc1[N+](=O)[O-])Nc1cccc(C(F)(F)F)c1	11.5%	13.1%	-7.3%	-3.0%	-2.0%	11.6%	i	1.0	-0.2	47	7.7%
Cc1nn(-c2ccccc2)c2c1c(C)c(CCC(=O)N1CCOCC1)c(=O)n2C	7.5%	-1.7%	-7.3%	-7.1%	-1.1%	3.2%	i	0.6	-0.3	44	0.4%
CC1(C)Oc2ccc(C(=O)NC3CC3)cc2N(CC(=O)N2CCOCC2)C1=O	-2.9%	-0.9%	7.0%	3.6%	0.9%	9.7%	i	0.5	-1.4	63	-0.6%
CCOc1ccccc1Nc1nnc(SCC(=O)NC(=O)c2cccn2C)s1	2.0%	-2.5%	-0.7%	-0.3%	0.0%	10.1%	i	0.4	6.5	86	-12.8%
COC(=O)[C@@H](NC(=O)NCc1ccccc1F)C(C)C	-3.3%	11.0%	2.6%	-3.7%	0.5%	0.9%	i	6.9	-1.1	62	0.7%
COc1ccc(CNc2ccc(C)cc2)cc1Br	-0.5%	4.2%	6.5%	-4.0%	-0.5%	3.0%	i	0.3	1.1	70	-1.6%
CCN(CC)S(=O)(=O)c1cccc(-c2n[nH]c(=S)n2CC(C)C)c1	-9.6%	-2.7%	9.9%	1.0%	-1.4%	0.8%	i	0.2	2.0	47	2.0%
COc1ccc(C(=O)NCC(=O)NCC(=O)OCC(=O)c2ccc(C)cc2)cc1	0.8%	3.4%	-5.9%	-6.7%	-0.7%	-4.8%	i	4.7	1.6	71	8.5%
O=C(CN(c1ccc(F)cc1)S(=O)(=O)c1ccccc1)Nc1ccccc1C(=O)O	1.7%	-6.1%	2.8%	-0.4%	11.0%	2.1%	i	0.2	0.4	92	-2.7%
COCCCNCCOCCOc1ccc(C)cc1[N+](=O)[O-]	8.9%	14.2%	23.5%	-10.4%	-0.3%	12.0%	i	0.5	0.8	75	3.3%
COc1ccccc1NC(=S)NCc1ccc(F)cc1	1.2%	-1.9%	10.2%	-6.5%	-2.4%	4.5%	i	1.1	-0.2	68	-1.9%
O=C(Nc1ccc(S(=O)(=O)Nc2ncccn2)cc1)c1ccc(F)c(S(=O)(=O)N2CCOCC2)c1	2.4%	-8.2%	-15.6%	-2.1%	7.0%	3.3%	i	0.6	-0.5	60	3.2%
CN(CCc1cn[nH]c1)C(=O)CC1C(=O)NCCN1Cc1ccccc1C(F)(F)F (configuration not stated)	15.9%	2.5%	-8.6%	-10.0%	-0.5%	15.6%	i	0.7	-1.1	96	-10.3%
COc1ccccc1Nc1nnc(Cc2ccccc2)c(=O)[nH]1	-17.1%	-9.4%	5.1%	2.0%	0.8%	-1.0%	i	0.1	-0.1	35	-5.6%
CCCOC(=O)CSC1=C(C#N)C(c2ccccc2OC)C(C#N)C(=O)N1 (configuration not stated)	-3.5%	10.1%	-6.6%	2.5%	20.3%	8.4%	i	0.5	0.5	62	0.1%
COc1ccccc1-n1c(=O)c(C#N)c(-c2ccc([N+](=O)[O-])cc2)c2cc(C(=O)c3cc(F)ccc3O)cnc21	-10.3%	-1.0%	0.7%	-1.2%	-1.8%	2.5%	i	0.2	1.8	46	10.6%
COc1ccc(CNC(=O)[C@@H](NC(=O)C2CCN(C(=O)[C@@H](N)CC(C)C)CC2)C(C)C)cc1	-11.1%	.	1.6%	-5.6%	-1.5%	0.0%	i	3.4	-1.2	89	1.3%
O=C(OCCN1CCCC1=O)c1cncc(Br)c1	1.4%	8.6%	7.4%	-8.5%	0.6%	0.4%	i	7.2	1.1	59	4.8%
COc1cc(/C=C2/C(=N)N3N=C(C)SC3=NC2=O)ccc1OS(=O)(=O)c1ccc(C)cc1	-2.2%	5.8%	5.6%	-6.1%	13.4%	15.2%	i	1.6	-0.8	51	-1.6%
CC(=O)OCC(=O)N1CCN(c2ccc([N+](=O)[O-])cc2)CC1	-15.5%	-7.7%	4.5%	-4.6%	2.8%	-2.0%	i	0.5	2.1	51	6.9%
COCCCN1C(=O)c2ccc(C(=O)Nc3ccc(C)cc3C)cc2C1=O	-2.1%	-1.0%	0.1%	-11.2%	2.3%	6.6%	i	0.5	0.6	73	-6.2%
COc1ccc(/C=N/NC(=O)CCNc2n[nH]c(=O)[nH]c2=O)c(OC)c1	-13.3%	-4.9%	2.8%	-5.4%	0.6%	-13.3%	i	0.0	-0.7	20	-2.3%
c1cncc(-c2csc(NCc3ccco3)n2)c1	-7.2%	13.8%	10.0%	-10.3%	0.9%	-10.7%	i	1.2	-1.2	92	-1.5%
CCOP(=O)(OCC)c1nc(-c2ccccc2)oc1NCc1ccccc1	4.9%	-14.1%	3.3%	-14.0%	-1.3%	-0.7%	i	1.2	1.4	48	-3.6%
CN1/C(=C\C=N\O)C(C)(C)c2ccccc21	10.8%	-8.8%	15.1%	-11.9%	-1.5%	7.1%	i	0.5	0.5	75	4.0%
Cc1ccc(C(=O)NNC(=O)C2CCN(c3nc(C)cc(C)n3)CC2)cc1	8.0%	-2.1%	1.9%	-8.1%	-2.7%	-2.6%	i	6.4	0.7	39	4.8%
